Scp1 inh – Scp-1 (human) phosphatase inhibition | AID 493091 | Q9GZU7 | Recombinant Scp1, phosphopeptide, malachite green phosphate absorbance | 0.88% of 340,000 active | inhibition, % at 20 µM;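 active means inhibition above about 50% at 20 µM, limit read from the data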;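 further: plate controls were DMSO wells with enzyme for no effect and wells lacking enzyme for full effect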
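Assay system: SCP-1 catalytic fragment, aa 76-261 | Buffer or medium: Tris acetate buffer pH 5.5 with MgCl2 and Tween-20 | Compound: One concentration, 20 µM, with 1.0% DMSO | Also added: Phospho 17-mer peptide substrate | Signal: Absorbance at 630 nm | Incubation: 45 min enzyme reaction at room temperature | Measure: % inhibition of SCP-1 phosphate liberation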
NadD block – inhibitors of Staphylococcus aureus NadD. purified NadD enzyme, colorimetric absorbance read-out. inhibition, % at 20 µM. 0.78% of 360,000 active. AID 602399; in the data active means inhibition above about 26%; further: some compounds past the cut are filed as inactive
Rpn11 block – Rpn11 (human) deubiquitinase inhibition; O00487; human 26S proteasome, Ub4-pepOG fluorescence polarization; 20S core pre-blocked with epoxomicin; calls only at 20 µM; 0.59% of 360,000 active; AID 588493;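 active means inhibition at 20 µM, scaled to each plate's controls, above about 33%, limit read from the data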
STEP inh – inhibitors of human striatal-enriched phosphatase STEP | recombinant STEP, OMFP fluorogenic substrate, fluorescence | inhibition, % at 20 µM | P54829 | 0.25% of 360,000 active;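 active means inhibition at 20 µM, scaled per plate between control wells, above about 37%, limit read from the data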;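 further: 0% = DMSO with enzyme and substrate and 100% = substrate only without enzyme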
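material = STEP tyrosine phosphatase | reagent = fluorogenic phosphatase substrate OMFP at 25 µM final | doses = single compound dose of 20 µM, 1% DMSO final | schedule = 20 min reaction, room temperature, in the dark | measured by = fluorescence, 480/540 nm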
LMPTP inh – blocks human LMPTP phosphatase; inhibition, % at 20 µM; recombinant LMPTP-A, OMFP fluorogenic substrate, fluorescence intensity; 0.22% of 360,000 active;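 active means compounds that cut the enzyme signal by at least half of the control window in the single-dose screen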;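 further: plate controls were DMSO wells with enzyme plus substrate for no effect and substrate without enzyme for full effect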
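material = LMPTP-A | quantity = 0.625 nM enzyme | reagent = OMFP substrate, 400 µM final | buffer or medium = Bis-Tris pH 6.0, DTT, detergent | detection = endpoint fluorescence intensity from OMFP dephosphorylation | dosing = single 20 µM dose | read-out basis = % inhibition relative to no-enzyme and uninhibited control wells | control set = no-enzyme and uninhibited controls | timing = 50 min at room temperature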
CSN inh – blocks human CSN-mediated cullin deneddylation | Q92905 | AID 651999 | Purified CSN, SCF-Nedd8-OG deneddylation, fluorescence polarization | inhibition, % at 12.5 µM | 0.38% of 360,000 active;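 active means pattern-corrected inhibition above about 35%, with an unprinted fluorescence ratio check between 0.5 and 1.5, limit read from the data, passing the limit was not always enough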;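 further: 0% = enzyme with substrate and 100% = substrate without enzyme; some results filed as inactive read as strong as hits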
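test system = HEK293T-derived human Csn5 enzyme | amount = 0.24 nM Csn5 enzyme, final concentration | medium = Tris/NaCl/DTT buffer, pH 7.5 | schedule = 90 min reaction at room temperature | signal = FP | evaluation = inhibition of Csn5 cleavage, % | compound dosing = single dose of 12.5 µM compound with 0.25% DMSO | probe or stimulus = 10 nM SCFSkp2-Nedd8OG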
DNMT1 inh – DNMT1 (human) enzyme inhibition; P26358; DNMT1 molecular beacon, Hinp1I cleavage, fluorescence; inhibition (reported as % activation of signal), % at 10 µM; 0.83% of 360,000 active; in the data active means inhibition above about 50%
Target sequence (P26358 504-1616 limits assumed): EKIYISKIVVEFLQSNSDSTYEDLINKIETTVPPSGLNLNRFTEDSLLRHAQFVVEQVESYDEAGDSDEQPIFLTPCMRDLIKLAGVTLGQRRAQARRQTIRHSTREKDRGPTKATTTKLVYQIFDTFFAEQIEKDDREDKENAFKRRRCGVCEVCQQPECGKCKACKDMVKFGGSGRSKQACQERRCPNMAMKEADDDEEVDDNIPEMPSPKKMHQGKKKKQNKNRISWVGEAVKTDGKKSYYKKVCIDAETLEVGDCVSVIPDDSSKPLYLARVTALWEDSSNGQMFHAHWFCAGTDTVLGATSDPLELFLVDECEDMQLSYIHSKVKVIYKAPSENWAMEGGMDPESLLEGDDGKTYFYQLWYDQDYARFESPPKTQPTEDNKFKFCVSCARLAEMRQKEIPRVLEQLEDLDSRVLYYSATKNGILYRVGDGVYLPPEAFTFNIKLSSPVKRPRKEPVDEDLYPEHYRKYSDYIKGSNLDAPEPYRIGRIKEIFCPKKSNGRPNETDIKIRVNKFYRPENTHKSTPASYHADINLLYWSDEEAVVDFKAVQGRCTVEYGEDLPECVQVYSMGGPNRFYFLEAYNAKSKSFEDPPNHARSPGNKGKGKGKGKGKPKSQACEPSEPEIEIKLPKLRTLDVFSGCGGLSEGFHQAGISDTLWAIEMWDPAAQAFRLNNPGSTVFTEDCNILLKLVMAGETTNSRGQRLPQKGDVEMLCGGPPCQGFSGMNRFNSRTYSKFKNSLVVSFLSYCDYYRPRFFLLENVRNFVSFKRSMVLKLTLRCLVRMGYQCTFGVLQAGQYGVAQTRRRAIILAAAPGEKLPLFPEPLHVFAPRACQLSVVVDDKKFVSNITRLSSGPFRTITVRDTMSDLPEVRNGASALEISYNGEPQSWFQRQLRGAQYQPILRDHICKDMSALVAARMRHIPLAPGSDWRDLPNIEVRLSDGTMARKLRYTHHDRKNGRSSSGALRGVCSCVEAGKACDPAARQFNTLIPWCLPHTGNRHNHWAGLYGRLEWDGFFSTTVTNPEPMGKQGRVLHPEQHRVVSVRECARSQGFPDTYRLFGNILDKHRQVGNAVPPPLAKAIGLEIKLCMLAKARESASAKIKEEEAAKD
SUMO1-SIM PPI – modulators of human SUMO1-mediated protein-protein interactions; AID 602429; SUMO1 binding to a labelled peptide, TR-FRET, 1 h; inhibition, % at 20 µM; 0.33% of 360,000 active; P63165; in the data active means inhibition above about 37%
Neddyl block – cullin neddylation inhibition; P61081+Q13564; AID 651699; 0.58% of 360,000 active; calls only at 25 µM; TR-FRET cullin neddylation, biochemical; in the data active means inhibition above about 36%
Rin1-Abl PPI inh – blocks binding of human Rin1 to Abl. inhibition, % at 7.35 µM. P00519+Q13671. TR-FRET Rin1/Abl binding, biochemical. 0.4% of 360,000 active; in the data active means inhibition above about 5%, passing the limit was not always enough
An asterisk follows results filed as active; i = inactive; / = not tested or not shown.

SMILES	Scp1 inh	NadD block	Rpn11 block	STEP inh	LMPTP inh	CSN inh	DNMT1 inh	SUMO1-SIM PPI	Neddyl block	Rin1-Abl PPI inh
COc1ccc(-n2c(Cc3cccn3C)nnc2SCC(=O)NCC2CCCO2)cc1 (stereo not drawn)	-7	5	i	0	0.9	-1	0	-3	i	-2
Cc1ccc2nc(/C(C#N)=C/c3ccccc3C(=O)O)[nH]c2c1	0	-1	i	1	0.1	5	-4	1	i	1
Cc1cc(CN2CCC(n3nccc3NC(=O)c3ccccc3C)CC2)n[nH]1	-4	-8	i	-2	-2.2	2	1	-2	i	4
COC(=O)c1ccc(Cn2cc(C(F)(F)F)cc([N+](=O)[O-])c2=O)cc1	1	3	i	4	0.0	-2	-1	-23	i	-3
CC(=O)N(C)/C=C1\Sc2ccccc2C1=O	-11	3	i	1	0.8	-2	4	-17	i	2
CC1(c2ccccn2)Nc2ccccc2-c2nc3ccccc3n21 (stereo not drawn)	-5	0	i	-2	0.5	-3	-1	0	/	-3
COc1ccc(C(=O)Nc2ccc(NC(=O)C(C)C)nc2)cc1	1	-6	i	-1	-2.0	-1	1	1	i	-1
COCC1CCCN(Cc2cn[nH]c2-c2cc3ccccc3o2)C1 (stereo not drawn)	-8	-2	i	-2	-0.7	4	3	-4	i	-2
CCN(CC)S(=O)(=O)c1ccc(C(=O)NCC(=O)NC2CC2)cc1	9	1	i	-2	-1.9	-6	3	7	i	-1
Nc1nc(-c2ccc(Oc3ccccc3)cc2)c(CC(=O)O)s1	-4	6	/	0	0.9	42*	-13	-22	i	-2
CC1(C)OCC(CNC(=O)c2[nH]c(C(F)(F)F)nc2-c2ccccc2)O1 (stereo not drawn)	/	-3	i	-2	-1.2	-6	6	2	i	3
COC(=O)[C@]12CCCCC=C1N(CCC1=CCCCC1)C(=O)[C@H](CC(=O)NCC1CCCCC1)C2	/	3	/	/	2.8	-2	/	4	i	/
COc1ccc(C=C(c2nc3ccccc3s2)c2nc3ccccc3s2)cc1O	-8	19	i	-5	4.5	4	-24	-7	i	1
C/C(=N/NC(=O)c1ccc(C)s1)c1ccncc1	-5	-6	i	-3	-1.9	7	2	-3	i	-1
COc1ccccc1-c1noc2ncnc(Nc3ccc4c(c3)OCO4)c12	-11	1	i	-2	-0.8	0	5	2	i	3
CCN(C(=O)CSc1nc(C)cc(=O)[nH]1)C1CCCCC1	-2	-6	i	-1	-0.8	1	1	0	i	0
Cc1ccc(S(=O)(=O)NCc2cn3c(C)csc3n2)cc1	-3	-1	i	0	0.3	-3	4	1	i	-1
Cc1cc(C)n2ncc(C(=O)Nc3ccc(Cl)c(Cl)c3)c2n1	1	-4	i	4	-0.9	5	-17	0	i	-4
CCOc1ccc(-n2c(=S)sc3c(=O)n(-c4ccccc4)c(SC)nc32)cc1	-7	8	i	3	1.8	0	-1	3	i	0
O=C(COC(=O)c1ccncc1)NC(=O)C1CCCCC1	-9	-4	i	3	-2.1	3	-6	-4	i	0
COCCNc1nc(-c2ccccc2F)c2sc(-c3ccccc3)cc2n1	/	7	i	3	4.0	-1	9	-13	i	-3
O=C(NO)c1ccc(C(=O)N(C2CCCCC2)C2CCCCC2)cc1	-4	8	i	2	-0.4	2	-7	1	i	0
Cc1onc(-c2c(Cl)cccc2Cl)c1NC(=O)N(C)N	-8	-6	i	1	-1.5	0	1	1	i	2
Cc1ccc(NC(=O)n2ncc3c(C)cccc32)c(C)c1	-9	-8	i	2	1.2	4	0	-3	i	-3
OC1(c2ccc(Cl)cc2)CCN(Cc2cn[nH]c2-c2ccc(F)cc2)CC1	-7	0	i	-2	-2.5	0	-2	1	i	-3

Another view of 15 compounds above:
Molecule,Scp1 inh,NadD block,Rpn11 block,STEP inh,LMPTP inh,CSN inh,DNMT1 inh,SUMO1-SIM PPI,Neddyl block,Rin1-Abl PPI inh
CC1(C)OCC(CNC(=O)c2[nH]c(C(F)(F)F)nc2-c2ccccc2)O1 (stereo not drawn),/,-3,i,-2,-1.2,-6,6,2,i,3
COC(=O)[C@]12CCCCC=C1N(CCC1=CCCCC1)C(=O)[C@H](CC(=O)NCC1CCCCC1)C2,/,3,/,/,2.8,-2,/,4,i,/
COc1ccc(C=C(c2nc3ccccc3s2)c2nc3ccccc3s2)cc1O,-8,19,i,-5,4.5,4,-24,-7,i,1
C/C(=N/NC(=O)c1ccc(C)s1)c1ccncc1,-5,-6,i,-3,-1.9,7,2,-3,i,-1
COc1ccccc1-c1noc2ncnc(Nc3ccc4c(c3)OCO4)c12,-11,1,i,-2,-0.8,0,5,2,i,3
CCN(C(=O)CSc1nc(C)cc(=O)[nH]1)C1CCCCC1,-2,-6,i,-1,-0.8,1,1,0,i,0
Cc1ccc(S(=O)(=O)NCc2cn3c(C)csc3n2)cc1,-3,-1,i,0,0.3,-3,4,1,i,-1
Cc1cc(C)n2ncc(C(=O)Nc3ccc(Cl)c(Cl)c3)c2n1,1,-4,i,4,-0.9,5,-17,0,i,-4
CCOc1ccc(-n2c(=S)sc3c(=O)n(-c4ccccc4)c(SC)nc32)cc1,-7,8,i,3,1.8,0,-1,3,i,0
O=C(COC(=O)c1ccncc1)NC(=O)C1CCCCC1,-9,-4,i,3,-2.1,3,-6,-4,i,0
COCCNc1nc(-c2ccccc2F)c2sc(-c3ccccc3)cc2n1,/,7,i,3,4.0,-1,9,-13,i,-3
O=C(NO)c1ccc(C(=O)N(C2CCCCC2)C2CCCCC2)cc1,-4,8,i,2,-0.4,2,-7,1,i,0
Cc1onc(-c2c(Cl)cccc2Cl)c1NC(=O)N(C)N,-8,-6,i,1,-1.5,0,1,1,i,2
Cc1ccc(NC(=O)n2ncc3c(C)cccc32)c(C)c1,-9,-8,i,2,1.2,4,0,-3,i,-3
OC1(c2ccc(Cl)cc2)CCN(Cc2cn[nH]c2-c2ccc(F)cc2)CC1,-7,0,i,-2,-2.5,0,-2,1,i,-3

Following part.
SMILES	Scp1 inh	NadD block	Rpn11 block	STEP inh	LMPTP inh	CSN inh	DNMT1 inh	SUMO1-SIM PPI	Neddyl block	Rin1-Abl PPI inh
C[C@@H]1CN([C@@H](C)CO)S(=O)(=O)c2ccc(Br)cc2O[C@H]1CN(C)C(=O)c1ccc2c(c1)OCO2	/	-3	i	-2	-1.4	1	1	7	i	-2
O=c1[nH]c2cc3c(cc2cc1CN(CCc1ccccc1)C(=S)NCCCN1CCOCC1)OCCO3	-4	-3	i	13	-1.5	1	-1	6	i	3
CCOC(=O)COC(=O)c1ccc(Oc2cc(C)nc(SC)n2)cc1	-2	-5	i	-5	0.5	1	2	1	i	0
COc1ccc(N(C=O)C(=S)SC)cc1	-8	-1	i	2	-2.4	2	1	4	i	-1
CCC1CCCCN1c1nc2c(C=O)c(C)nn2c2ccccc12 (stereo not drawn)	-4	-2	i	4	1.1	0	2	4	/	3
O=C(Nc1sc2c(c1-c1nc3ccccc3[nH]1)CCCC2)C1CCCC1	-3	13	i	0	3.8	3	-12	3	/	-5
Nc1[nH]n(-c2ccccc2)c(=O)c1N=Nc1ccc2ncsc2c1	-11	-7	i	-2	3.4	-1	-21	-5	i	-9
COc1ccccc1CNC(=O)CN1c2cccc3cccc(c23)S1(=O)=O	-5	-3	i	4	0.6	-3	-13	-11	i	0
CN1CCN(c2ccc(NC(=O)c3ccc([N+](=O)[O-])o3)cc2Cl)CC1	-4	0	i	1	-0.5	1	-4	-33	i	0
CCn1nc(C)cc1C(=O)N1CCCC(N2CCN(c3cccc(Cl)c3)CC2)C1 (stereo not drawn)	/	-5	i	0	0.8	-3	3	-1	i	3
CN1CCN(C2=C(Cl)C(=O)N(Cc3ccccc3)C2=O)CC1	-4	3	i	3	-2.0	-3	-5	-18	i	-3
COc1ccccc1OCCNC(=O)c1ccc(Br)cc1	-2	-4	i	0	-0.2	-4	-2	4	i	2
CC(=O)NC(=S)NNC(=O)COc1ccc(Br)cc1	11	8	i	3	2.6	0	-1	1	i	-6
O=C(Nc1cccs1)Nc1ccccc1Cl	-6	-1	i	2	-3.5	-2	-10	4	i	0
CCOc1ccccc1NC(=O)COc1coc(CN2CCCc3ccccc32)cc1=O	-2	-4	i	-2	-0.7	1	-2	1	i	2
O=C(Nc1nc(-c2ccc(F)c(F)c2)cs1)c1cnccn1	-1	0	i	2	4.8	4	34	-3	i	-1
COc1ccc(/C=C/c2nc(S(=O)(=O)c3ccccc3)c(NCCCN(C)C)o2)cc1OC	-2	-5	i	-1	-3.5	1	-4	-5	i	-6
CCCn1c(SCC(=O)N2CCN(C(C)=O)CC2)nc2sc3c(c2c1=O)CCC3	4	6	i	0	0.4	1	1	-2	i	0
Cc1ccccc1NC(=O)CSc1nc2scc(C)c2c(=O)[nH]1	-5	3	i	-1	0.5	6	3	-4	i	1
CN(C(=O)C1CCC(=O)N(C2CC2)C1)C1CCCCC1 (stereo not drawn)	-13	1	i	1	0.3	0	0	3	i	-1
O=C(c1ccc2c(=O)n(C3CCCC3)c(=S)[nH]c2c1)N1CCCCCC1	-2	2	i	0	1.1	-4	-1	-3	i	-4
CCOc1ccc(OCc2ccc(C(=O)Nc3cccnc3)o2)cc1	2	-4	i	2	1.5	-2	-1	0	i	-2
O=c1oc2ccc3ccccc3c2c2c1SC(C(F)(F)F)C2 (stereo not drawn)	-1	-4	i	4	1.7	0	1	4	/	-1
COc1ccc(OC)c(/C=N/NC(=O)CC(=O)NCc2ccccc2)c1	-1	5	i	-2	0.0	1	0	-4	/	3
COc1cccc(-c2cc(N)nn2C(=O)Nc2ccc(Cl)cc2)c1	-16	-4	i	-2	1.1	-1	-4	3	i	-4
CCOC(=O)C1(CC2CCCCO2)CCN(Cc2cc(F)ccc2-n2cccn2)CC1 (stereo not drawn)	-6	4	i	1	1.4	-3	1	-1	i	0
CSc1nnc(Cc2ccc3c(c2)OCO3)o1	-5	-2	i	-1	-0.1	-3	4	-3	i	-4
